Screening results from PubChem BioAssay.
FXIIa inh: human FXIIa protease inhibitors, primary screen, biochemical, 1536-well | Coagulation factor XII (Homo sapiens), P00748 | purified FXIIa, Boc-QGR-AMC fluorogenic substrate, 2 h | inhibition, % at 5 µM | hit rate 0.3% among 220,000; in the data active means inhibition above about 40%;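 further: 0% = enzyme with no compound and 100% = blank without enzyme; many of its hits are not listed in these tables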
Target sequence (P00748 20-372 limits assumed): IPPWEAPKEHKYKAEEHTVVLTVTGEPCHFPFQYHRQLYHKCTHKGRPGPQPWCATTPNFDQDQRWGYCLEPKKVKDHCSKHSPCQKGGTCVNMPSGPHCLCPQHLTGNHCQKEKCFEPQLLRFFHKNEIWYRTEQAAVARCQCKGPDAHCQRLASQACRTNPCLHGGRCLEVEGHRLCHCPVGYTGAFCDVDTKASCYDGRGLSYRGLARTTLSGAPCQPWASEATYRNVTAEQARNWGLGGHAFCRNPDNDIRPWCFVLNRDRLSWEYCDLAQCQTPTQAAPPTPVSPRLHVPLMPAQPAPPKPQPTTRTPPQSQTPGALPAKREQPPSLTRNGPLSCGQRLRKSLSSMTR
Target sequence (P00748 373-615 limits assumed): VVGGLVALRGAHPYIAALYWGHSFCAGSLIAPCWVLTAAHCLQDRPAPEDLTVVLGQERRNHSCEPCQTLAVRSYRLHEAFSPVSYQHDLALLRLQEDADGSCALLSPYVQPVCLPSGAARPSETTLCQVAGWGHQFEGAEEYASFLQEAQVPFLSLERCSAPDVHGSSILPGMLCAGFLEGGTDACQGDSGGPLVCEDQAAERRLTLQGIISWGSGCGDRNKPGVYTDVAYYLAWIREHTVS
14-3-3 Bad inh: inhibitors of 14-3-3 zeta/Bad binding, primary screen, biochemical, TR-FRET, bovine 14-3-3 zeta; inhibition, % at 21.7 µM; TR-FRET 14-3-3zeta/Dy647-pBad peptide displacement, 1 h; 14-3-3 protein zeta/delta (Bos taurus), P63103; hit rate 0.71% among 220,000; AID 781, 2007;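 active means inhibition above about 70%, limit read from the data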;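 further: 0% = full 14-3-3 plus peptide FRET controls and 100% = background without 14-3-3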
Target sequence (P63103 whole entry, looked up): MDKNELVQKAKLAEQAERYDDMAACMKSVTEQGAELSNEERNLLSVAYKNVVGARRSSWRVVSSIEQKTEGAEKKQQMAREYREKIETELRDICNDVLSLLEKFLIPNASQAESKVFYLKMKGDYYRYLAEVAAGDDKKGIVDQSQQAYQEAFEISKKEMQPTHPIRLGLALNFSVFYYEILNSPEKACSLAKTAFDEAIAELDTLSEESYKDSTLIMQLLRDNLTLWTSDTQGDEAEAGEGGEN
KLK5 inh: human KLK5 protease inhibitors, primary screen, biochemical, 1536-well; Kallikrein-5 (Homo sapiens), Q9Y337; recombinant hK5, fluorogenic AMC substrate cleavage; inhibition, % at 5 µM; hit rate 0.59% among 210,000; AID 873, 2007;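 active means inhibition of 40% or more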;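 further: 0% = enzyme controls without compound and 100% = no-enzyme blanks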
FXIa inh 1536: human FXIa protease inhibitors, primary screen, biochemical, 1536-well; inhibition, % at 5 µM; AID 798, 2007; Coagulation factor XI (Homo sapiens), P03951; hit rate 0.14% among 220,000; purified FXIa, Boc-Glu-Ala-Arg-AMC fluorogenic substrate;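 active means inhibition of at least 40%; inactive means inhibition below 40%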;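 further: fluorescence of freed AMC excited at 355 nm; 0% = enzyme without compound and 100% = no enzyme blank; many of its hits are not listed in these tables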
Runt-CBFb FRET: inhibitors of RUNX1 Runt–CBFb binding, primary screen, biochemical, FRET, Cerulean-Runt, Venus-CBFb, uHTS | Runt-related transcription factor 1 (Homo sapiens) + Core-binding factor subunit beta … | Cerulean-Runt/Venus-CBFb FRET ratio 530/480, 1 h | inhibition, % at 20 µM | hit rate 0.46% among 220,000 | AID 1496, 2009;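 active means inhibition over about 50% at 20 µM in the single-dose screen, limit read from the data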;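 further: 0% = DMSO wells and 100% = excess unlabeled CBFb competitor control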
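Doses: 20 µM compound in 1% DMSO | Material: Cerulean-labeled Runt domain protein | Amount: Each fluorescent fusion protein 100 nM | Schedule: Two 1 h room-temperature incubations shielded from light | Measured by: FRET fluorescence | Evaluation: Loss of energy transfer signal | Controls: Unlabeled CBFb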
Hck-Nef inh: inhibitors of Nef-activated human Hck kinase, primary screen, biochemical, Z-Lyte FRET, 384-well, Hck-YEEI; Tyrosine-protein kinase HCK (Homo sapiens), P08631; inhibition, % at 20 µM; hit rate 0.68% among 220,000; Recombinant Hck-YEEI plus Nef, Z-Lyte FRET kinase assay;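 active means Hck-Nef kinase inhibition above about 50%, limit read from the data; inactive means inhibition below that limit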;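 further: 0% = DMSO with Hck plus Nef and 100% = Hck alone without Nef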
Thrombin inh: human alpha-thrombin inhibitors, primary screen, counter-screen for coagulation protease inhibitor project, biochemical, 1536-well, fluorogenic AMC substrate. AID 1046, 2008. Prothrombin (Homo sapiens), P00734. inhibition, % at 5 µM. hit rate 0.26% among 220,000. Boc-VPR-AMC fluorogenic substrate cleavage;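 active means inhibition at or above 40%; inactive means inhibition below 40%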;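 further: 0% = enzyme with no compound and 100% = wells without enzyme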
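System: human alpha-thrombin protein; Compound dosing: one concentration per compound, 5 µM, with 0.2% DMSO; Timing: reaction at room temperature; Technique: AMC fluorescence, 355/460 nm; Controls: enzyme without compound as high, wells lacking enzyme as low.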
Runt-SMMHC FRET: inhibitors of RUNX1 Runt–CBFb-SMMHC binding, primary screen, biochemical, FRET, Cerulean-Runt, Venus-CBFb-SMMHC, uHTS; Cerulean-Runt/Venus-CBFb-SMMHC FRET ratio 530/480, 1 h; inhibition, % at 20 µM; hit rate 0.74% among 220,000; AID 1434, 2008;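 active means mean inhibition across duplicate retests at 20 µM reaching about 50%, limit read from the data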;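 further: 0% = DMSO wells and 100% = wells with excess untagged CBFb-SMMHC; inhibitors lower the FRET ratio by blocking Runt binding to CBFb-SMMHC; some results filed as inactive read as strong as hits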
Wee1 stabilizer: Wee1 degradation inhibitors, primary screen, cell-based, HeLa, Wee1K328M-luciferase, luminescence. Wee1-like protein kinase (Homo sapiens), P30291. HeLa Luc-Wee1K328M stability; 100% = proteasome inhibitor MG132 effect. reporter increase, % at 5 µM. hit rate 1.2% among 220,000. AID 1321, 2008;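 active means activation above the mean of all tested compounds plus 3 SD, set per screening run, cut at about 8.8% in these data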;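 further: cells exposed to compound for 20 h before luminescence read; 0% = DMSO alone and 100% = MG132 at 30 µM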
* = called active by the depositor; . = no result given; [ ] = remark or other dose. Random draw from the library; overall some 4.2% were active at least once.

SMILES	FXIIa inh	14-3-3 Bad inh	KLK5 inh	FXIa inh 1536	Runt-CBFb FRET	Hck-Nef inh	Thrombin inh	Runt-SMMHC FRET	Wee1 stabilizer
CCC(=O)Nc1sc(C(=O)OC)c(C)c1C(=O)OC	-8	6[fluorescence artefact?]	1	-8	8	12	-5	1	1
Fc1cc(F)c2nc(N3CCOCC3)sc2c1	14	-3	-5	8	2	6	-1	-1	0
O=C(O)C1OC2OC3(CCCCC3)OC2C2OC3(CCCCC3)OC12 (stereo not drawn)	19	4	-1	17	2	0	-7	3	4
Cc1ccccc1-n1c(=O)cc(N2CCN(C(=O)c3ccco3)CC2)[nH]c1=O	17	-4[fluorescence artefact?]	-11	6	.	19	-3	-2	-1
CC(C)(CN=C1NS(=O)(=O)c2ccccc21)CNC(=O)CN1C(=O)c2ccccc2C1=O	11	2[fluorescence artefact?]	16	5	-1	-2	-2	-7	-3
O=C(CS(=O)(=O)c1cn(Cc2ccccc2Cl)c2ccccc12)N1CCOCC1	5	-9	-6	-4	-4	10	-1	-5	-2
CCOC(=O)C1CCN(CC(O)COc2ccc(C(C)=O)cc2)CC1 (stereo not drawn)	14	-1[fluorescence artefact?]	-2	6	0	7	7	0	-1
Cn1c(=O)c2c(ncn2CCC(=O)N/N=C/c2ccccc2)n(C)c1=O	3	-13	-1	-5	0	14	-3	-1	-2
NS(=O)(=O)c1ccc(CCNC(=O)C(=O)C2C(=O)Nc3ccccc32)cc1 (stereo not drawn)	6	3	-4	6	0	0	-3	-4	8
CC1C(=O)NN=C1C(=O)N/N=C\C(Br)=C\c1ccccc1 (stereo not drawn)	1	-11	15	20	0	-1	-3	-4	-1
COC(=O)C1=C(C)N(c2ccccc2)/C(=C/c2ccco2)C1=O	-3	2	2	0	0	21	-5	-4	4
Cc1ccc(C(=O)CC(=O)c2cc(Cl)ccc2O)cc1	9	2	-19	-11	-10	-2	0	-32	3
Cc1ccc(NC(=O)C(C)OC(=O)CCNS(=O)(=O)c2ccc(C)cc2)cc1 (stereo not drawn)	9	-10[fluorescence artefact?]	-22	3	-3	3	-5	2	0
COc1cccc(C(=O)COc2ccc3c(C)c(Cc4ccccc4)c(=O)oc3c2C)c1	4	19	-12	1	1	2	-4	6	0
Cc1nn(CC(=O)OCC(=O)Nc2c(C(C)C)cccc2C(C)C)c(C)c1[N+](=O)[O-]	-3	-7	-9	-7	-3	3	-3	1	0
Cc1ccc(NC(=O)c2cc(F)c(F)cc2Cl)nc1	6	-5	4	-1	1	19	0	2	3
Cc1c(NC(=S)N2CCN(c3ccc(F)cc3)CC2)c(=O)n(-c2ccccc2)n1C	12	-4	1	-2	1	5	-1	0	3
COc1ccc(-c2nn(-c3ccccc3)cc2/C=N/Nc2cccc(C(=O)O)c2)cc1	.	-1	2	4	-4	8	-3	1	0
CC(=O)c1sc2nc(C)c3c(c2c1N)CCCC3	-3	-2	-6	-7	44	29	-6	90*	0
Cc1ccc(-n2nc(CN3CCOCC3)c(-c3ccccc3)c2N)cc1Cl	12	2[fluorescence artefact?]	-11	4	0	5	-15	6	-1
CC(CCc1ccccc1)NC(=O)CN(C)Cc1ccccc1F (stereo not drawn)	12	-3	-4	0	-4	18	-24	-3	-3
O=[N+]([O-])c1ccc(/C=C/c2ccncc2)cc1	14	3	9	8	2	43	6	-2	18*
Cc1cccc(-c2noc(CN(C(=O)/C=C/c3ccccc3Cl)C(C)C)n2)c1	9	18[fluorescence artefact?]	-3	2	1	-33	1	-2	-1
COc1ccc(CCN2C(=O)CSC2=Nc2ccc(C)cc2C)cc1OC	11	4	1	2	-2	17	1	1	-1
C=CCSc1n[nH]c(-c2ccccc2)n1	11	-16	-17	8	1	2	1	0	2
COc1ccc(C(C)=O)cc1CSc1nncn1-c1ccccc1	4	1	-2	-3	2	3	-6	0	3
C=CCSc1nc2sc3c(c2c(=O)n1CC)CCc1ccccc1-3	24	24	-9	8	14	-3	3	6	4
Cc1cc(=O)[nH]c(SCc2nc3ccc([N+](=O)[O-])cc3[nH]2)n1	4	-20[fluorescence artefact?]	-17	7	-1	1	-6	-2	1
CC(C)COc1ccc(C(=O)Nc2ccc(NC(=O)c3ccco3)c(Cl)c2)cc1	9	7	-14	2	-5	-1	-2	-6	-1
CC(=O)c1cccc(N(CC(=O)Nc2cccnc2)S(C)(=O)=O)c1	-2	11	-15	0	1	-8	4	-4	1
Nc1cccc(S(=O)(=O)Nc2ccc(SC(F)F)cc2)c1	6	-4	1	0	-1	15	1	-2	-1
O=C(COC(=O)c1cc(-c2ccccc2)nc2ccccc12)Nc1ccc2c(c1)OCO2	17	1	-6	8	0	2	-11	2	0
COc1ccc(-c2[nH]c(-c3ccc(C)cc3)nc2SCC(=O)NC2CCCC2)cc1	15	-4[fluorescence artefact?]	-1	24	0	-10	0	-2	-2
O=C(Oc1ccccc1-c1nnco1)c1ccccc1	14	-1	-10	1	0	3	11	-2	4
Cc1cc(C)cc(OCC(=O)NC2CCCc3ccccc32)c1 (stereo not drawn)	10	3	-1	3	0	2	-11	-5	2
Cc1ccc(Cn2ccc(O)c(Cc3ccccc3)c2=O)cc1	14	-8	5	4	-1	9	4	-1	-2
N#CC1=C(Nc2ccccc2)SC=C(c2ccc(Br)cc2)N=C1N1CCOCC1	11	1	-11	-6	2	2	3	0	1
CCOC(=O)c1cc2c(n(-c3ccccc3)c1=O)CC(C)(C)CC2=O	-6	-12	-4	-9	0	11	2	-4	2
CC1CN(C(=S)NC(=O)C2CCCCC2)CC(C)O1 (stereo not drawn)	11	-13	-19	2	-1	1	-2	-1	-3
COc1cc(/C=N\Nc2nc3ccccc3o2)cc(OC)c1OC	6	5	-32	3	-6	-7	0	-1	1

Six compounds from above, sorted by molecular weight, falling:
SMILES	FXIIa inh	14-3-3 Bad inh	KLK5 inh	FXIa inh 1536	Runt-CBFb FRET	Hck-Nef inh	Thrombin inh	Runt-SMMHC FRET	Wee1 stabilizer
O=C(COC(=O)c1cc(-c2ccccc2)nc2ccccc12)Nc1ccc2c(c1)OCO2	17	1	-6	8	0	2	-11	2	0
CC(=O)c1cccc(N(CC(=O)Nc2cccnc2)S(C)(=O)=O)c1	-2	11	-15	0	1	-8	4	-4	1
COc1ccc(C(C)=O)cc1CSc1nncn1-c1ccccc1	4	1	-2	-3	2	3	-6	0	3
COc1cc(/C=N\Nc2nc3ccccc3o2)cc(OC)c1OC	6	5	-32	3	-6	-7	0	-1	1
Cc1ccc(Cn2ccc(O)c(Cc3ccccc3)c2=O)cc1	14	-8	5	4	-1	9	4	-1	-2
O=C(Oc1ccccc1-c1nnco1)c1ccccc1	14	-1	-10	1	0	3	11	-2	4

(continued)
SMILES	FXIIa inh	14-3-3 Bad inh	KLK5 inh	FXIa inh 1536	Runt-CBFb FRET	Hck-Nef inh	Thrombin inh	Runt-SMMHC FRET	Wee1 stabilizer
Cc1ccc(C(=O)N(CN2CCCC2=O)c2ccccc2)cc1C	-1	4[fluorescence artefact?]	2	-8	-3	1	-8	-6	-1
Cn1c(=O)c2c(ncn2CC(COCc2ccc(Cl)cc2)OCc2ccc(Cl)cc2)n(C)c1=O (stereo not drawn)	14	6	5	1	1	-17	2	-3	-1
Cc1ccccc1Nc1c(-c2cccnc2)nc2cccc(C)n12	12	-7	6	1	0	-90	-4	1	2
O=c1[nH]c2cc3c(cc2cc1CN(CC1CCCO1)S(=O)(=O)c1ccc(Cl)cc1)OCCO3 (stereo not drawn)	16	4	0	-2	-1	0	5	-9	3
CC(C)(C)c1ccc(-c2noc(CCC(=O)N3CCOCC3)n2)cc1	3	-3	-15	-1	-1	5	2	2	-1
CC(=O)Nc1cccc(C(=O)OCC(=O)c2ccccc2Cl)c1	7	-6	4	1	-3	17	-7	-1	7
CCOC(=O)N1CCC(N2CC34C=CC(O3)C(C(=O)O)C4C2=O)CC1 (stereo not drawn)	21	-4	-10	15	0	24	-4	-2	0
CCOC(=O)C(NC(=O)NCc1ccccc1OC)(OCC)C(F)(F)F (stereo not drawn)	8	-3	-12	6	-5	8	-2	-2	0
COC(=O)c1ccc(NC(=O)C2CCCN(S(C)(=O)=O)C2)cc1 (stereo not drawn)	13	-2	5	2	0	-4	-1	-2	-3
CC(=O)Nc1cccc2c1C(=O)NC2=O	12	-7	4	2	2	2	2	-4	-3
CSc1sc(C(=O)NCC2CC2)c(-c2cccs2)c1C#N	-1	-9	-5	-4	-2	1	-8	2	4
Cn1c(=O)[nH]c(=O)c2c1nc(N1CCN(CCO)CC1)n2CCSc1nc2ccccc2s1	7	8	-5	-4	3	-1	-2	2	-1
